EWS-Fli inh: inhibitors of EWS/Fli oncoprotein transcriptional activity | inhibition, % at 12.6 µM | hit rate 0.67% among 350,000 | A673 NR0B1-luciferase reporter, viability-normalised;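 active means mean inhibition of at least 50% after viability correction, with every replicate also passing that limit; inconclusive means mean reaches 50% but only one of two replicates passes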;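 further: firefly luciferase signal divided by Alamar Blue viability fluorescence both relative to DMSO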
RAD54 inh: RAD54 (human) branch migration inhibition; hit rate 0.14% among 360,000; inhibition, % at 10.4 µM; RAD54 Holliday junction branch migration, FAM/BHQ fluorescence;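 active means mean normalized replicate activity at least 40 and at least half of replicates scoring 40 or more; inconclusive means only one of the two criteria met; inactive means mean below 40 and under half of replicates reaching 40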;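 further: 0% = median of neutral control wells and 100% = median of positive control wells; inhibitors cause a drop in the FAM fluorescence signal; in these data hits start at about 50%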
FN deposit inh: fibronectin deposition inhibition. AH1F fibroblasts, Alexa488-fibronectin deposition fluorescence, overnight. hit rate 0.086% among 350,000. AID 743247. inhibition, % at 12.6 µM;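 active means mean inhibition across replicates of 30% or more, regardless of how many single replicates reach that level; inconclusive means mean under 30% yet at least half of replicates reach 30%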;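 further: positive control wells lacked labelled fibronectin entirely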
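Material: AH1F fibroblasts assembling fluorescent fibronectin matrix; amount: 10000 AH1F cells/well; medium: DMEM, 2% serum; reagent: Alexa488-fibronectin, 24 nM final in well; dosing: single compound dose, delivered by pin transfer; incubation: 1 h adhesion, overnight exposure; detection: fluorescence after three HBSS washes, excitation 485 nm, emission 525 nm; measure: fibronectin deposition inhibition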
esBAF inh: SWI/SNF esBAF complex inhibition; reporter increase, % at 12.5 µM; hit rate 2% among 350,000; AID 602393; mouse ES cells, Bmi1-luciferase knock-in reporter, 24 h; 100% = twice the neutral-well signal; in the data active means activation above about 40%; inconclusive means no clear call, values can overlap the other calls;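 further: 0% = median of the plate's neutral control wells and 100% = double that signal; a rise in the Bmi1 reporter signal indicates esBAF inhibition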
Xi reactivation: activators of X-chromosome reactivation in mouse fibroblasts; XiGFP mouse fibroblasts, % GFP-positive cells imaging, 3 d; cells co-treated with 5-aza-dC sensitizer; scaled so ellipticine positive control = 100%; hit rate 0.055% among 360,000; activation, % at 7.58 µM; AID 743238;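 active means mean normalized replicate activation at least 10% and every replicate at or above 10%; inconclusive means only one of the two criteria met; inactive means mean below 10% and not all replicates reach 10%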;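 further: 0% = median of on-plate neutral control wells and 100% = ellipticine 6 µM median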
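Material: XiGFP fibroblasts, SV40-immortalized. Buffer or medium: DMEM plus 5-aza-dC sensitizer. Compound: single concentration per compound, delivered by pin transfer. Times: 3 days compound exposure. Controls: ellipticine 6 µM.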
E-sel inducer: E-selectin induction on HUVECs | activation, % at 7.58 µM | AID 686992 | hit rate 0.37% among 260,000 | HUVEC E-selectin immunofluorescence imaging; normalized: neutral wells 0, TNF-alpha wells 100;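 active means mean E-selectin-positive cell signal at least 10% of the positive control, reached in at least 60% of replicates, without over 20% cell loss; inconclusive means no rule given, readout overlaps actives, possibly toxicity-flagged; inactive means the rest, including those meeting only one limit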;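 further: in these data hits start at about 27%; measured in HUVEC primary endothelial cells; signal is the percent of cells scored E-selectin positive by PE staining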
Target sequence (P16581 whole entry, looked up): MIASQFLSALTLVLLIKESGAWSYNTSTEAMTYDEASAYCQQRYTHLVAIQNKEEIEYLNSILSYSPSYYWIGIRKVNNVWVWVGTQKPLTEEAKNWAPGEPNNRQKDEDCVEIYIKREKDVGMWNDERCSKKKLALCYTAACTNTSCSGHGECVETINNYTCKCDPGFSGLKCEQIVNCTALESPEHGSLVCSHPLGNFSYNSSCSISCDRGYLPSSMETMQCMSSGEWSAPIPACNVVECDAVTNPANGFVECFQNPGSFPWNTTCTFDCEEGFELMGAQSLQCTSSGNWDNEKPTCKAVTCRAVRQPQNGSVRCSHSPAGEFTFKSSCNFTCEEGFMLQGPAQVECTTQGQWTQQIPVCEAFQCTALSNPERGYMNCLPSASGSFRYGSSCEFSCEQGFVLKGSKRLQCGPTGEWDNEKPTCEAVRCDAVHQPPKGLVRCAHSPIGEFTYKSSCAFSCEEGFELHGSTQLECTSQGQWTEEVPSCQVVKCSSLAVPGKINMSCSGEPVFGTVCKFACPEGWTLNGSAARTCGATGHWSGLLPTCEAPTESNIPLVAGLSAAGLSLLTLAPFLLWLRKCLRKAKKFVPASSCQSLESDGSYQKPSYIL
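Material: HUVEC primary endothelial cells; Amount: 3,000 cells per well; Dosing: single concentration; Medium: EGM-2 growth medium on 0.1% gelatin-coated wells; Read-out basis: percent E-selectin-positive cells; Signal: immunofluorescence imaging; Control set: TNF-alpha, DMSO.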
RAD52 inh: RAD52 (human) annealing inhibition. AID 651710. P43351. hit rate 0.46% among 360,000. inhibition, % at 18.7 µM. recombinant RAD52 DNA annealing, FRET fluorescence;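 active means every replicate showing at least 50% inhibition; inconclusive means mean inhibition at least 50% but not in every replicate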
S100A4 inh HTS: blocks human S100A4 binding to myosin IIA peptide; hit rate 0.14% among 360,000; S100A4/TAMRA-MyoIIA peptide fluorescence polarization; inhibition, % at 10.7 µM; P26447;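 active means mean inhibition of at least 70% across replicates, with every replicate also reaching that level; inconclusive means mean inhibition reaches 70% but some replicates fall short; inactive means mean inhibition below 70%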
Target sequence (P26447 whole entry, looked up): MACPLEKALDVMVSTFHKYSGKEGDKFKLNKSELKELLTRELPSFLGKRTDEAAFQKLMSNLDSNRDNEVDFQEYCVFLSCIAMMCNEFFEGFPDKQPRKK
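Compound dosing: one dose per compound; test system: human S100A4 monomer with TAMRA-labelled myosin IIA peptide; probe or stimulus: TAMRA-labelled myosin IIA heavy-chain peptide probe, 5 nM; medium: HEPES buffer with Ca2+, pH 7.2; schedule: 5 min incubation before reading; benchmarks: neutral control DMSO, positive control TFP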
Active calls of the source: *; ? = inconclusive; · = not tested or not shown; & = joins results of further samples.

SMILES	EWS-Fli inh	RAD54 inh	FN deposit inh	esBAF inh	Xi reactivation	E-sel inducer	RAD52 inh	S100A4 inh HTS
COc1ccc(NC(=O)N(C)C[C@@H]2Oc3c(NC(=O)Nc4ccccc4)cccc3C(=O)N([C@@H](C)CO)C[C@H]2C)cc1	7	5	·	-1	0.0	0.1	3	-2
CCCCn1c(N)c(N(CC(C)C)C(=O)CN2C(=O)NC3(CCC(C(C)(C)CC)CC3)C2=O)c(=O)[nH]c1=O (configuration not stated)	3	-2	-12	0	-0.1	·	-12	-22
CCN(CC)C(=O)c1cccc(NC(=O)CCc2nc3sc4c(c3c(=O)[nH]2)CCCC4)c1	16	12	·	-5	0.0	·	-13	-4
S=C(NCCc1ccc(Cl)cc1)NC1CC1	-34	·	-3	·	0.0	·	5	-2
CC(=O)c1ccc(OCCCC(=O)Nc2nnc(C3CC3)s2)cc1	-7	0	-3	-10	0.1	-0.3	-18	-2
O=C(Cc1cccc(NC(=O)C2CCCN(C(=O)C3CCCC3)C2)c1)Nc1cccc(C(=O)N2CCOCC2)c1 (configuration not stated)	1	21	2	4	0.0	-0.1	-14	3
C(C#CCN1CCOCC1)#CCN1CCOCC1	-6	7	4	3	0.0	-0.3	-10	6
COc1cc(NC(=S)NCCc2ccccc2)c(OC)cc1NC(=O)C(C)C	9	·	-3	1	-0.1	·	-14	-1
O=C1CSC(c2cccnc2)N1Cc1ccc(Cl)c(Cl)c1 (configuration not stated)	4	·	-1	·	0.4	·	-16	-6
CCOc1ccc(C(=O)CSc2nnc(C3CC3)n2C)cc1	·	0	·	16	·	·	-11	1
Cc1ccc(S(=O)(=O)Nc2ccc3c(c2)C(=O)N([C@@H](C)CO)C[C@H](C)[C@H](CN(C)C(=O)Cc2ccccc2)OCCCC[C@H](C)O3)cc1	-4	-4	4	9	0.2	·	39	-57
CCNC(=S)N(Cc1cc2cccc(C)c2[nH]c1=O)C1CCCC1	2	-11	4	·	0.0	·	-14	7
O=C(Nc1ccccc1Cl)NC1(C(=O)N2CCC(O)CC2)CCCCC1	4	-5	4	-6	0.0	0.0	2	0
O=C(c1ccncc1)N1CC[C@H]2[C@H](CO)Nc3ccc(Br)cc3[C@H]21	1	-10	-13	-4	0.0	-0.6	·	·
CNC[C@@H]1OCc2cn(nn2)CCCC(=O)N([C@H](C)CO)C[C@@H]1C	8	·	-5	-5	0.2	-0.1	·	·
CC=Cc1ccc2n(c1=O)C[C@H]1[C@H](CO)[C@@H](C(=O)NCC)[C@@H]2N1Cc1nccs1 (mixture of isomers)	20	6	·	-1	0.5	-0.2	-14	-16
CSCc1cccc(C(=O)OC(C)C(=O)Nc2c(C)n(C)n(-c3ccccc3)c2=O)c1 (configuration not stated)	-14	12	-10	15	0.2	-0.4	-5	26
O=C(CSc1nc(=O)n(CCCN2CCOCC2)c2c1CCCC2)Nc1ccccc1Cl	-2	-4	-1	-3	0.4	9.4	-5	-1
Cc1ccc(-c2cnc(NC(=O)c3cccc(Br)c3)s2)c(C)c1	-12	-10	·	4	·	·	-1	-4
CC(=O)NC(c1ccccc1)c1nc(-c2cccs2)cs1 (configuration not stated)	-7	2	2	-3	0.0	-1.9	-5	6
Cc1cc(NCc2ccccn2)ccc1Br	-76	-6	·	?	·	·	-12	-1
C[C@H](CO)N1C[C@H](C)[C@@H](CN(C)C)OCc2cnnn2CCCC1=O	-1&-3&-1	5&10&8	-5&4	-3&3&-2	0.1&-0.2	1.7&0.2	-13&-8&-6	-4&-29&2
Cc1ccc(C(=O)NS(=O)(=O)c2ccc(N=NN(C)C)cc2)cc1	-44	·	4	-8	0.0	·	-38	-5
COc1ccc(C2CC(=O)C(c3ccccc3C)=CN2Cc2ccccc2)cc1 (configuration not stated)	5	·	4	·	0.4	-0.3	-2	-6
Cc1[nH]n(-c2ccccc2)c(=O)c1C1(C(F)(F)F)C(=O)N(c2ccc(F)cc2)C2=C1C(=O)CC(C)(C)C2 (configuration not stated)	·	-4	·	-6	·	·	-9	-4
O=C(C[C@@H]1CC[C@H]2[C@@H](COC[C@@H](O)CN2Cc2ccccc2F)O1)N[C@H]1CCN(Cc2ccccc2)C1	-3	-5	-2	-3	0.1	0.0	-1	5
CC(C(=O)OCC(=O)c1ccccc1)N1C(=O)c2ccccc2C1=O (configuration not stated)	1	·	·	·	0.0	·	-3	-6
CCCN(C(=O)CSc1nnc(N)s1)c1c(N)n(Cc2ccccc2)c(=O)[nH]c1=O	0	7	-2	5	0.7	0.0	-24	0
O=c1[nH]nc(Cc2ccc([N+](=O)[O-])cc2)c2ccccc12	15	4	2	2	0.0	0.4	-22	-2
COc1cc2c(=O)n(CCC(=O)NCC3CCCO3)c(=O)n(CC(=O)c3ccc(Cl)cc3)c2cc1OC (configuration not stated)	-8	·	4	-4	0.0	0.0	-3	-4
COc1ccc(-n2c(CCC(=O)O)ccc2-c2ccccc2)cc1	-16	2	-3	11	0.0	·	-11	-5
COc1ccc(NC(=O)/C(C#N)=C\c2ccc(Br)o2)cc1	-45	·	0	·	0.2	-0.5	-19	0
CS(=O)(=O)N(CC(=O)NCCc1ccccc1)c1cccc([N+](=O)[O-])c1	-23	·	-4	·	0.3	-0.1	7	0
COC(=O)c1ccc(CN2CC(=O)N3[C@H](CO)[C@H](c4ccc(Br)cc4)[C@H]3C2)cc1	3	·	-5	·	0.0	-0.6	-1	1
C=CCNC(=O)C1CC2Cn3c(nc4cc(C)c(C)cc43)C2N1C (configuration not stated)	-23	-1	-2	5	0.0	-0.1	-34	6
CC1=NN(c2ccccc2)C(=O)C1C=Nc1ccc(N(C)C)cc1 (configuration not stated)	-10	-5	-7	·	0.0	·	-17	-3
Cc1cc(C(=O)N2CCN(c3cccc(Cl)c3)CC2)c(C)o1	·	6	10	4	·	-1.7	·	·
Cc1cc(C)nc(/N=C(\N)Nc2ccc(-c3ccccc3)cc2)n1	20	·	-1	·	0.0	·	49	-5
Nc1c(C(=O)O)ccc2c1C(=O)c1ccccc1C2=O	-7	·	-3	·	0.1	·	-91	-35
CC(C)NC(=O)N(C)C[C@@H]1OCc2cn(nn2)CCCC(=O)N([C@H](C)CO)C[C@H]1C	-7&-3	-3&1	-10	1&5	0.0&0.3	·	-7&7	-5&21
CN(C)S(=O)(=O)c1ccc(C(=O)Nc2nc(-c3cccs3)cs2)cc1	-2	6	10	19	-0.1	0.2	-14	-1
CC(C)NC(=O)N1CCCCN2[C@H](CO)[C@@H](c3ccc(C#Cc4ccccc4)cc3)[C@H]2C1	-13	2	·	·	0.1	-0.3	14	20
OC(c1ccccc1)c1ncc(-c2ccc(Cl)cc2)[nH]1 (configuration not stated)	-65	3	-3	47*	0.0	0.2	-35	-3
CC(C)(C)NC(=S)NC(C)(C)C	-4	0	4	-1	0.2	-0.1	10	-4
O=C(Nc1cccc(F)c1)N1C[C@@H]2[C@H](c3ccccc31)[C@H](CO)N2C(=O)c1cccnc1	-11	-5	-12	6	0.0	0.1	-5	-16
Cc1ccc(C)c(OCCC(=O)Nc2cccc(S(=O)(=O)N3CCCC3)c2)c1	5	·	1	·	0.2	0.9	-9	-9
O=C(C[C@@H]1CC[C@H]2[C@@H](COC[C@@H](O)CN2C(=O)c2ccc3c(c2)OCO3)O1)NC1Cc2ccccc2C1	-4	-3	-2	5	0.5	0.0	-7	-39
C[C@H](CO)N1C[C@H](C)[C@H](CN(C)Cc2ccc(-c3ccccc3)cc2)Oc2ccc(NC(=O)Cc3cn(C)c4ccccc34)cc2CC1=O	-2	·	·	4	4.2	1.8	5	-25
COc1cc(OC)c(NC(=O)CCCNC(=O)Cn2cnc3sc(C)c(C)c3c2=O)cc1Cl	-1	10	-1	3	0.6	·	-6	-10
COCC(=O)Nc1ccc2c(c1)OC[C@H](C)N(Cc1cccc(F)c1)C[C@H](C)[C@H](OC)CN(C)C2=O	2	-3	2	6	0.2	-0.1	-3	21

(continued)
SMILES	EWS-Fli inh	RAD54 inh	FN deposit inh	esBAF inh	Xi reactivation	E-sel inducer	RAD52 inh	S100A4 inh HTS
C[C@@H](NC(=O)C[C@@H]1C[C@H]2c3cc(NC(=O)C4CCC4)ccc3O[C@H]2[C@@H](CO)O1)c1ccccc1	-5	-1	17	0	0.0	0.0	7	5
CCNC(=S)Nc1ccc(Cc2ccncc2)cc1	11	-3	·	-5	0.0	0.3	-4	-3
O=C(NC(c1ccccc1)c1cnccn1)C1CCN(CCCOc2ccccc2)CC1 (configuration not stated)	3	6	13	9	-0.1	0.0	-2	24
O=C1CCC(=O)N1c1ccc(NCCc2ccccc2F)c([N+](=O)[O-])c1	-6	-6	2	4	·	-0.3	-13	0
COc1cc(NC(=O)CN2C(=O)NC(C)(c3ccc(OC(F)F)cc3)C2=O)cc(OC)c1OC (configuration not stated)	1	9	-2	-4	0.0	·	-22	-2
Cc1[nH]nc2c1C(c1cccs1)C(C#N)=C(N)O2 (configuration not stated)	-1	·	-4	·	0.2	·	-8	-4
CC(=O)Nc1nc(C)c(CCCOc2ccc([N+](=O)[O-])cc2)c(=O)[nH]1	4	1	2	-5	0.0	0.0	-10	-2
CCOC(=O)CNC(=O)COc1coc(CN2CCN(c3ccc(F)cc3)CC2)cc1=O	·	2	9	3	0.1	·	-5	2
COc1ccccc1C(=O)NC(CCSC)C(=O)Nc1ccc(C)c(S(=O)(=O)N2CCOCC2)c1 (configuration not stated)	0	-3	5	0	0.2	0.3	-18	-1
O=C(N/N=C/c1cc([N+](=O)[O-])ccc1N1CCCCCC1)c1ccccn1	-7	·	-2	·	0.5	-0.2	-23	-9
CCN(CC)Cc1c(O)ccc2c(=O)c(Oc3ccccc3OC)c(C)oc12	6	0	-9	8	-0.1	0.9	9	1
Cc1ccc(OC(=O)c2ccc3nc(C)sc3c2)cc1	10	·	11	·	0.0	·	-16	0
Cc1noc(C)c1NC(=O)Nc1ccc2c(c1)CC(=O)N([C@H](C)CO)C[C@H](C)[C@@H](CN(C)CC1CCCCC1)O2	5	-13	·	0	0.2	-0.2	5	4
O=C(CSc1ccc2nnc(CCNC(=O)c3ccccc3)n2n1)NCc1ccco1	4	3	·	2	0.3	0.0	-14	-5
CCN(CC(=O)Nc1ccc(NC(C)=O)cc1)C(=O)c1ccc(=O)n(C)n1	1	0	-7	0	0.0	-0.7	2	-2
Cc1ccc(S(=O)(=O)N2CCC(NC(=O)OC(C)C)CC2)cc1	9	·	12	·	0.0	·	-9	-1

Screening results (PubChem BioAssay)
